# Screens deposited in PubChem BioAssay by several laboratories.
# proKLK7 act = proKLK7 (human) activation, primary screen; purified proKLK7, EDANS-DABCYL substrate fluorescence; 100% is mature enzyme control, 0% vehicle; activation, % at 7 µM; actives 0.9% (n = 370,000); AID 652039;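 active = activation above the mean of all tested compounds plus 3 SD, computed per campaign excluding outliers beyond control limits, cut at about 13% in these data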
# Target sequence (P49862 whole entry, looked up): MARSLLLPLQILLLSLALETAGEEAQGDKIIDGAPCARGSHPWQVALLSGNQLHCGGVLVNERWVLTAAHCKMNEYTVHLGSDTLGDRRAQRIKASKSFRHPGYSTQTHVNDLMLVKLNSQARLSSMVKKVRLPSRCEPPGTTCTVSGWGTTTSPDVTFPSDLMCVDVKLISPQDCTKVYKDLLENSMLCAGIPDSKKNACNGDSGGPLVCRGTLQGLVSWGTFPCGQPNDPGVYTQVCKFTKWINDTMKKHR
# PLC-beta3 inh = inhibitors of human phospholipase C beta3; Q01970; Purified PLC-beta3, fluorogenic substrate, fluorescence; inhibition, % at 12.2 µM; actives 0.18% (n = 370,000); AID 720704; in the data active = inhibition above about 11%;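 note: 0% = median of compound wells on plate and 100% = full blocker control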
# NR1D1 modulator = modulates human Rev-erb alpha binding to DNA | Rev-erbα–FITC-DNA binding, fluorescence polarization, 90 min | activity, % at 10 µM | actives 0.79% (n = 370,000) | AID 1259318;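 active = activity above about 14%, limit read from the data; passing the limit was not always enough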;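 note: 0% = DMSO wells with 35 nM protein and 100% = DMSO wells with 750 nM protein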
# Target sequence (P20393 whole entry, looked up): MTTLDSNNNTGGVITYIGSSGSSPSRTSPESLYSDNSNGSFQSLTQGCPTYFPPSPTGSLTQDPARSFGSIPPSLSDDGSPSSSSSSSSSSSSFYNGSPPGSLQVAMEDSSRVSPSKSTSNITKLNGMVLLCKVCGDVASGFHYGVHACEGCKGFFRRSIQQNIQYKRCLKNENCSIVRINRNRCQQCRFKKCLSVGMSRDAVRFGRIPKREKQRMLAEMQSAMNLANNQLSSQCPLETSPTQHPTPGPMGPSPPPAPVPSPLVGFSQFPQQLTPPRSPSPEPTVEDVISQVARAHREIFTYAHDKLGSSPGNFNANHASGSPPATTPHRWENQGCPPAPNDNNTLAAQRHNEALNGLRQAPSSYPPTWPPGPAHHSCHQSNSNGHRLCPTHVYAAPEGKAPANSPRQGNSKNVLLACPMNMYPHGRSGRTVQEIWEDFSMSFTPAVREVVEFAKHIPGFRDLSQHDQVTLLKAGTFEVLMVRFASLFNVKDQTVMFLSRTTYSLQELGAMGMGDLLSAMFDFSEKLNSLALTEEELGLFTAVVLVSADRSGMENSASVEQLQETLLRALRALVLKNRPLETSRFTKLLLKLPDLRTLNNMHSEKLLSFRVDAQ
# DDE Tn6 FP inh = DD(E)-Tn6 binding inhibition, primary FP screen; Fibrin DD(E) TRITC-Tn6 fluorescence polarization displacement; P02675; AID 720509; inhibition, % at 8.3 µM; actives 0.21% (n = 370,000);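 active = inhibition above a per-campaign cutoff: mean of compounds within control limits plus 3 SD, cut at about 15% in these data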;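 note: 0% = median of all compound wells on the plate and 100% = blocking peptide control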
# DDE Tn7 FP inh = inhibitors of Tn7 peptide binding to human fibrin DD(E); FP displacement of FITC-Tn7 peptide from fibrin DD(E); 0% = median of compound wells per plate; P02675; inhibition, % at 8.3 µM; AID 720508; actives 0.13% (n = 370,000);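 active = inhibition above the mean of compounds falling within the control limits plus 3 SD of them, cut at about 14% in these data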;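 note: 0% = plate median of compound wells and 100% = 10 µM Aha-Tn7 peptide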
#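 system = human fibrin DD(E) protein | quantity = DD(E) 2 µM final | medium = Tris/NaCl/CaCl2 buffer, pH 7.8 | also added = labelled Tn7 tracer, 0.1 µM | compound dosing = single point at 8.3 µM | timing = compound with protein 10 min, then 3 h after probe, room temperature | signal = FP measurement | benchmarks = Aha-Tn7 high control | repeats = one replicate per compound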
# PLCg1 inh = blocks human PLC-gamma1 enzyme activity; inhibition, % at 12.2 µM; actives 0.84% (n = 370,000); P19174; AID 720700; purified PLC-gamma1, fluorogenic substrate, fluorescence; in the data active = inhibition above about 9.5%
# ASAP1 GAP inh = ASAP1 ArfGAP inhibition; inhibition, % at 16.5 µM; actives 0.19% (n = 360,000); ASAP1-stimulated ARF1 GTP hydrolysis, GDP FP detection; AID 624377; Q9ULH1; in the data active = inhibition above about 25%;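 note: 0% = vehicle with enzyme and substrate and 100% = no enzyme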
# ARFGAP1 inh = inhibitors of rat ARFGAP1. Arfgap1-stimulated ARF1 GTP hydrolysis, GDP FP detection. Q62848. actives 0.26% (n = 360,000). inhibition, % at 16.5 µM;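 active = inhibition above a per-plate limit, mean inhibition of low control wells plus 3 SD, cut at about 25% in these data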;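 note: 0% = DMSO wells with enzyme and 100% = wells lacking Arfgap1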
# Target sequence (Q62848 1-136 limits assumed): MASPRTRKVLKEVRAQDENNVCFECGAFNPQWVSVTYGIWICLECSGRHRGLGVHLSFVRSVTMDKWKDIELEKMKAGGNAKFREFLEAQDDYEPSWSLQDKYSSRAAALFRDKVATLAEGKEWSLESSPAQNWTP
#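 System: truncated rat Arfgap1 GAP domain / Benchmarks: high control wells lacking Arfgap1, low control full reaction with DMSO / Times: compound-enzyme preincubation 20 min, reaction 120 min, detection 60 min, 25 °C / Repeats: one replicate per compound / Also added: human ARF1(Δ1-17)-GTP substrate / Measured by: Tracer-displacement fluorescence polarization with EDTA stop, 620/688 nm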
# UHRF1 binding = UHRF1 methyl-DNA binding inhibition | actives 0.75% (n = 370,000) | inhibition, % at 4.4 µM | UHRF1 binding to methylated oligo, TR-FRET | Q96T88 | AID 687016; in the data active = inhibition above about 21%;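 note: UHRF1 SRA domain binding a hemimethylated CpG hairpin DNA probe; 0% = median of test compound wells and 100% = reference inhibitor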
# sPLA2-III inh = Blocks human group III sPLA2 activity. Q9NZ20. QFRET BODIPY PC-A2 liposome hydrolysis, fluorescence. inhibition, % at 12.2 µM. actives 0.56% (n = 370,000). AID 743126;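 active = inhibition above mean plus 3 SD of compounds lying within the high and low control bounds, cut at about 19% in these data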;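 note: 0% = median of test compound wells and 100% = no enzyme DMSO wells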
# Numbers without * were called inactive; nt = no result given. An unsorted share of the library. Share with any hit: about 4.5%.
# Results follow in this order: ASAP1 GAP inh, DDE Tn7 FP inh, ARFGAP1 inh, sPLA2-III inh, UHRF1 binding, NR1D1 modulator, PLC-beta3 inh, DDE Tn6 FP inh, PLCg1 inh, proKLK7 act
> Cc1cc(C)c(S(=O)(=O)N2CCN(S(=O)(=O)N3CCCCCC3)CC2)c(C)c1
    14.1, 1.0, -1.6, -2.1, -1.2, -5.3, -3.0, 5.5, 0.5, -0.2
> Cc1ccc2cc(CN(CCCN(C)C)C(=S)NCc3ccccc3)c(=O)[nH]c2c1C
    -3.9, -2.1, -2.6, 13.3, 2.1, -3.2, 0.1, 1.1, 3.6, 0.2
> CCOC(=O)C(CCc1nnc(N)s1)C(=O)OCC
    -5.5, -0.9, -0.6, -4.9, -0.9, -1.8, 1.8, 4.5, -2.9, 0.5
> O=C(c1cccc(NS(=O)(=O)c2ccccc2)c1)N1CCN(c2ccccc2)CC1
    -3.1, 1.0, 0.8, -17.1, -1.5, 0.2, -4.3, 12.3, -1.3, -0.5
> O=C(CSc1ncnc2ccccc12)Nc1cccc(S(=O)(=O)N2CCCC2)c1
    5.9, -8.9, -10.0, -10.8, 2.8, 2.2, -4.2, -2.5, -4.0, 0.5
> CCN(CC(=O)N1CCCCCC1)S(=O)(=O)c1ccc(C)cc1
    7.8, 6.4, 3.0, 0.8, -1.1, 0.4, 2.8, 6.7, -0.2, 0.1
> CN1CCN(/N=C/c2c3ccccc3c(Cl)c3ccccc23)CC1
    7.5, -3.4, -0.2, -11.2, -4.2, 5.4, -14.4, 5.1, -5.3, 0.3
> C=C(C)Cn1c(-c2ccncc2)n[nH]c1=S
    11.6, -2.0, 5.2, 9.8, 7.3, -3.1, -5.2, -5.4, -0.7, -0.6
> CCC12CN3CCN(CC(C3)/C1=N\NC(=O)Nc1ccccc1)C2
    0.5, -7.8, 5.2, -2.5, -0.8, -3.6, -1.0, 4.6, 1.4, -0.1
> COc1ccc(N=C2S/C(=C\c3ccc(C)o3)C(=O)N2CC(C)C)cc1
    -15.8, -7.2, -2.0, -0.6, 1.5, 6.1, 2.5, 3.2, -0.4, -0.2
> C#CCNC(=O)C[C@@H]1C(=O)N(CCc2ccc(Cl)cc2)/C2=C/CCCCC[C@@]21C(=O)OCC
    nt, 2.6, nt, 0.1, -0.2, 4.3, 1.7, 3.3, 3.7, 0.6
> Cc1cnc(C(=O)OCc2nc3ccccc3o2)cn1
    -11.6, -1.0, -5.9, 12.6, 2.5, -4.5, -6.6, -6.5, -5.1, 0.6
> Nc1cc(=O)n(Cc2ccco2)c(=S)[nH]1
    -21.2, 7.6, -8.7, 5.6, -1.6, 1.5, -1.8, -8.2, -0.2, -0.3
> NNC(=O)CC1=NNC(=O)C1
    5.0, 0.9, -2.3, 4.5, -1.9, -6.0, 0.6, -2.1, -1.9, 0.3
> Cc1ccc(C)c(S(=O)(=O)N2CCCOC2CNC(=O)C(=O)NCc2ccccc2)c1 (stereo not drawn)
    -0.6, -5.3, -10.7, -4.6, 0.0, 4.4, -6.9, -4.3, -1.9, 0.6
> O=C(Nc1ccc(N2CCCC2)cc1)c1ccccc1F
    10.9, 2.7, 6.3, 4.5, 1.2, 4.5, -12.3, -5.6, -7.4, 0.5
> CC(C)N1C(=O)NC2NC(=O)N(C(C)C)C21 (stereo not drawn)
    -4.7, 4.9, -6.7, 3.1, 0.5, 7.4, 0.9, 0.1, 0.9, -0.7
> NC(=O)c1nsc(C(=O)N(c2cccc(F)c2)C(C(=O)NCC2CCCO2)c2ccc3ncccc3c2)c1N (stereo not drawn)
    -2.4, 1.9, 1.6, -6.1, 0.3, 4.7, -384.6, -10.1, -239.5, 5.5
> COc1ccc(S(=O)(=O)N2CCN(C)CC2c2ccccc2)cc1 (stereo not drawn)
    -1.8, 2.9, 7.2, 0.6, -0.9, -4.7, -4.0, -4.2, -0.1, -0.4
> O=C(NCCc1c[nH]c2ccccc12)/C(=C\c1cccnc1)NC(=O)c1ccco1
    2.9, -9.5, -11.4, -12.6, -0.9, 0.0, 3.2, 2.5, 1.4, 0.3
> C[C@H](CO)N1C[C@H](C)[C@@H](CN(C)C(=O)Cc2cccnc2)Oc2ncc(C#CCc3ccccc3)cc2C1=O
    9.9, -1.8, 7.0, -7.9, 1.0, -0.3, -14.8, 0.9, -10.9, 0.5
> CC(NC(=O)c1cc2ccccn2n1)c1ccccc1 (stereo not drawn)
    nt, 2.2, nt, 2.9, -0.9, 0.6, 1.8, -1.1, 1.2, -0.6
> CCN1CCN(c2ccc(S(=O)(=O)N3CCCCC3)cc2NC(=O)c2ccccc2)CC1
    12.0, 9.4, -3.5, 6.9, 5.2, -1.1, -6.7, 3.0, -0.8, 0.4
> COc1ccc(Cl)cc1NC(=O)CN(C)CC(=O)Nc1ccccc1N1CCOCC1
    2.5, 1.4, -3.8, -15.1, -0.5, 0.8, -6.1, -0.9, -0.7, 0.5
> Cc1ccc(SCc2c(-c3ccccc3)nn(C)c2Cl)cc1
    -9.6, 2.5, -4.4, -12.3, 0.7, 0.3, -1.6, -1.5, 0.7, -0.2
> NC(=O)CSc1nnc(-c2ccccc2Br)n1-c1cccc(C(F)(F)F)c1
    -6.1, 4.4, -2.2, -0.8, -0.9, 5.0, 2.1, 9.6, -2.8, -0.4
> COc1cc(OC)cc(C(=O)NNC(=O)CCc2ccccc2)c1
    -0.7, -0.6, 3.4, 6.0, 4.0, -2.8, 4.1, -6.0, 6.7, 0.0
> COc1ccc(CC(=O)NNC(=O)c2cc(Cl)ccc2OC)cc1
    -3.3, -1.0, 5.8, -4.3, -3.1, -2.8, -3.0, 5.0, -3.2, 0.3
> O=C(NCc1ccccn1)Nc1ccccc1F
    -7.9, 0.4, 4.9, -3.3, -3.6, 11.6, -3.5, -2.3, 2.6, 0.6
> COc1ccc([N+](=O)[O-])c(C=CC(=O)c2ccccn2)c1
    6.3, -4.8, 2.0, 4.5, -2.3, -2.5, -41.5, -8.1, -23.4, -0.3
> O=S(=O)(c1ccccc1)N1CC2CC(Br)C(Br)CC21 (stereo not drawn)
    8.1, -4.5, -0.1, 15.3, 1.9, -3.1, -0.3, 0.7, 0.7, -0.1
> Cc1ccc(NC(=O)Nc2cnccn2)c(C)c1
    8.7, -5.5, 6.9, -1.3, 0.4, -5.5, -1.9, -0.9, -1.2, -0.1
> NC(=O)c1cc(S(=O)(=O)NCCCc2ccccc2)cs1
    -8.1, 10.6, -18.0, -5.6, 0.6, 0.3, -0.7, 4.6, 1.3, 0.1
> CCCCC(=O)NC(c1ccc(N(C)C)cc1)c1ccc2cccnc2c1O (stereo not drawn)
    -4.1, -3.1, 4.7, 38.2*, -6.1, -1.1, -4.8, -0.2, -3.6, 0.3
> CC(C)N(Cc1nccn1C)C(=O)c1cc(COc2ccc(-n3cncn3)cc2)on1
    0.1, 1.6, 17.2, 0.4, -0.5, -2.9, -5.1, 1.9, 0.5, 0.7
> CC(C)NC(=O)NC(=O)CSc1ncc(C(F)(F)F)cc1Cl
    12.7, 0.3, 4.5, 0.8, -0.1, -4.2, 2.4, -0.6, 1.4, -0.1
> Cc1ccc(NC(=O)Nc2nnc(-c3ccncc3)s2)cc1C
    -2.9, -0.2, 7.0, -4.8, -0.2, -29.7, 0.8, 1.0, -2.8, -0.3
> CN(Cc1ccc(Cl)cc1)C(=O)CNC(=O)C12CC3CC(CC(C3)C1)C2
    0.8, 9.7, 2.0, -3.4, 0.1, -3.9, -1.9, 1.7, -0.3, 0.7
> Cc1cccc(NC(=O)CN(CCc2ccccc2)S(C)(=O)=O)c1
    -23.6, 2.2, 7.5, -11.2, 0.5, 2.8, -1.0, 1.9, 7.6, 0.0
> Cc1ccc(NC(=O)c2cccnc2)cc1S(=O)(=O)N1CCOCC1
    6.4, -1.6, -1.9, 5.1, 0.7, -1.4, -8.9, -8.2, -4.1, -0.3

# Limited to NR1D1 modulator and DDE Tn7 FP inh (four entries from above):
Structure	NR1D1 modulator	DDE Tn7 FP inh
CC(NC(=O)c1cc2ccccn2n1)c1ccccc1 (stereo not drawn)	0.6	2.2
CN(Cc1ccc(Cl)cc1)C(=O)CNC(=O)C12CC3CC(CC(C3)C1)C2	-3.9	9.7
Cc1ccc(SCc2c(-c3ccccc3)nn(C)c2Cl)cc1	0.3	2.5
COc1ccc(Cl)cc1NC(=O)CN(C)CC(=O)Nc1ccccc1N1CCOCC1	0.8	1.4

# Next structures
# Results follow in this order: ASAP1 GAP inh, DDE Tn7 FP inh, ARFGAP1 inh, sPLA2-III inh, UHRF1 binding, NR1D1 modulator, PLC-beta3 inh, DDE Tn6 FP inh, PLCg1 inh, proKLK7 act
> CC(C)(C)NC(=O)c1ccc2c(c1)CCO2
    -7.1, 5.6, -2.6, 2.9, -0.6, 0.1, -6.8, -3.2, 0.8, -0.6
> Cc1ccc(C)c(N2CCN(C(=O)CSc3ccsc3[N+](=O)[O-])CC2)c1
    0.7, -8.6, -1.4, -2.4, -1.1, 1.9, 3.3, 3.8, 2.0, 1.0
> CCOC(=O)[C@]12CCC=C1N(Cc1ccc(Cl)cc1Cl)C(=O)[C@H](CC(=O)NCCCN1CCCC1=O)C2
    -7.6, -3.4, 3.9, 1.6, -1.8, -0.5, -2.2, -7.8, -0.8, 0.7
> Cc1ccc(Nc2n[nH]c(=S)s2)cc1C
    11.4, -3.4, 4.2, 7.7, 0.6, 4.4, 0.7, -4.5, 2.8, 1.1
> COc1ccc2nc(N3CCN(C(=O)C4COc5ccccc5O4)CC3)sc2c1 (stereo not drawn)
    4.6, 0.5, -4.2, -3.7, -0.8, -3.5, -8.7, 6.4, -1.6, -0.2
> Cn1c(=O)c(C(=O)NCCc2ccccc2)c(O)c2ccccc21
    -17.4, 5.5, 2.1, 16.1, 0.1, 5.5, -3.3, 4.0, -4.2, -0.7

# Reprinted at random: four records from the list, in no set order.
# Results follow in this order: ASAP1 GAP inh, DDE Tn7 FP inh, ARFGAP1 inh, sPLA2-III inh, UHRF1 binding, NR1D1 modulator, PLC-beta3 inh, DDE Tn6 FP inh, PLCg1 inh, proKLK7 act
> Cc1ccc(C)c(N2CCN(C(=O)CSc3ccsc3[N+](=O)[O-])CC2)c1
    0.7, -8.6, -1.4, -2.4, -1.1, 1.9, 3.3, 3.8, 2.0, 1.0
> CCOC(=O)[C@]12CCC=C1N(Cc1ccc(Cl)cc1Cl)C(=O)[C@H](CC(=O)NCCCN1CCCC1=O)C2
    -7.6, -3.4, 3.9, 1.6, -1.8, -0.5, -2.2, -7.8, -0.8, 0.7
> CC(C)(C)NC(=O)c1ccc2c(c1)CCO2
    -7.1, 5.6, -2.6, 2.9, -0.6, 0.1, -6.8, -3.2, 0.8, -0.6
> Cc1ccc(Nc2n[nH]c(=S)s2)cc1C
    11.4, -3.4, 4.2, 7.7, 0.6, 4.4, 0.7, -4.5, 2.8, 1.1
